BRCA1 expr up: increases BRCA1 expression; Potency, µM (series often up to 46.1 µM), without a hit: at the highest dose activation, actives largely listed as activators; hit rate 1.1% among 380,000; AID 624202; MCF7-BRCA1-FFLuc reporter, luminescence, 48 h; response scale: scaled: vehicle 0%, 10 µM genistein 100%; active = well fitted activation curve with a large enough effect; inconclusive = small, poorly fitted or top-dose-only effect; inactive = no such curve, though single readings can be large or run the other way; note: nearly all actives have a fitted effect of over 80% in size; some results filed as inactive show a strong effect at the top dose
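MCF7-BRCA1-FFLuc, 2000 cells/well; 2 h attach, 37 °C/5% CO2; compound 48 h; luciferase substrate 15 min; luminescence end-point. Norm. to genistein 10 microM max activation and DMSO; concentration-response curves fitted.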
* = called active by the depositor; ? = inconclusive. Potency is the fitted concentration of half-maximal effect. The list is partial (hit frequency here may not be typical).

SMILES	BRCA1 expr up
CCN(CC)C(=O)Cn1cc(S(=O)(=O)CC(=O)Nc2cccc(NC(C)=O)c2)c2ccccc21	31.3%
OC[C@@H]1CN(Cc2ccc(-c3ccccc3)cc2)C[C@H](n2cnc3c(NCc4ccco4)ncnc32)O1	-47.3%
CN1OC[C@@H]2CN[C@H](c3ccc(-c4ccc(C#N)cc4)cc3)C[C@@H]21	?
Cc1ccc(NC(=O)c2cnn3c2NC(=C2CC2)C=C3C(F)F)cc1C	-4.2%
COc1ccc(NC(=O)c2sc(=O)n(Cc3ccccc3C#N)c2C)cc1OC	-5.9%
CC1(C(=O)Nc2cccc(OC(F)(F)F)c2)Cc2c(-c3cccc(C(N)=O)c3)ccnc2O1 (stereo not drawn)	-47.7%
O=C(NCc1ccc(F)cc1)c1cc(C2CCCN(C(=O)c3ccc4ccccc4c3)C2)on1 (stereo not drawn)	-41.5%
COc1ccc(C(C)=O)cc1Cn1c(C)c(C(=O)NCc2cccc(C)c2)sc1=O	6.3%
C[C@@H]1ON(C)[C@H]2C[C@H]3c4[nH]c5ccccc5c4CCN3C[C@@H]12	-16.3%
CCN1CCN(c2ccc(S(=O)(=O)N3CCOCC3)cc2NC(=O)c2cc(F)c(F)c(F)c2F)CC1	-11.4%
OC(c1ccc2ccccc2c1)c1ncc(-c2ccc(C(F)(F)F)cc2)[nH]1 (stereo not drawn)	-18.6%
COc1ccc(-c2nc3ccc(NC(C)=O)cc3c(=O)n2Cc2cccc(Cl)c2)cc1COc1ccc(NC(C)=O)cc1	-18.8%
Cc1cc(C)n2c(Nc3ccc4c(c3)OCCO4)c(C(C)C)nc2n1	17.0%
COc1ccc(CC(N)c2csc(NC(=O)c3ccc(F)cc3)n2)cc1 (stereo not drawn)	-34.0%
Cc1ccc([C@H]2C[C@H](O)[C@@H](n3cc(C4CC4)nn3)CN2C(=O)C2CCCCC2)cc1	-10.5%
O=S(CC(O)c1ccccc1)c1ccccc1 (stereo not drawn)	2.1%
COc1ccc(S(=O)(=O)NC(=O)C2(C)CCN2C(=O)C2CCCCC2)cc1OC (stereo not drawn)	51.2%
Cc1ccc2c(CN(C)Cc3ccccc3)cc(=O)oc2c1	?
COc1cc2c(cc1OC)C(=NO)CCCC2	0.2%
CCc1nc2c(OCc3ccc(C(F)(F)F)cc3)cccn2c1N(C)C(=O)C1CC1	-16.5%
Cc1c(/C=C/c2ccnc3ccccc23)ccc(N(C)C)c1C	-4.4%
COc1ccccc1-c1cccc(-c2nc(C(=O)N3CCCCC3)cc3c2[C@H](CCO)N(S(=O)C(C)(C)C)C3)c1 (stereo partly drawn)	-3.8%
CCCCNC(=O)C1(C)CCCCN1C(=O)c1cc(C)n(C(C)(C)C)n1 (stereo not drawn)	27.2%
Cc1noc(C)c1NC(=O)N(C)C[C@H]1OCCCC[C@@H](C)Oc2ccc(NC(=O)Nc3ccc(F)cc3)cc2C(=O)N([C@@H](C)CO)C[C@H]1C	13.5%
Cc1ccc2ccccc2c1C(O)c1ncc(-c2ccccc2Cl)[nH]1 (stereo not drawn)	-6.5%
COc1ccc(C(=O)N2CCCC(CO)C2)cc1OC1CCN(C(C)C)CC1 (stereo not drawn)	8.3%
OCCc1ccc(NCCc2ccco2)cc1	?
COc1ccc(-c2cc(NC=O)c3ncc(-c4cccc(C(=O)N(C)C)c4)n3c2)cn1	-28.9%
CCOC(=O)C1(C)CCN1C(=O)c1cccc(C(F)(F)F)c1 (stereo not drawn)	0.0%
C#CCOc1ccc(CNC[C@H]2O[C@@H](n3ccc(N)nc3=O)[C@H](O)[C@@H]2O)cc1	1.8%
CCOC(=O)[C@]12Cc3c(cc(OC)c(OC)c3OC)[C@H]1N(C1CCCCC1)C(=O)c1cc(OC)ccc12	-63.1%
C=CCN1[C@H](COCc2ccccc2)C=CS1(=O)=O	12.9%
COc1ccc(CN(C)C[C@@H]2OCc3cnnn3CCCC(=O)N([C@@H](C)CO)C[C@H]2C)cc1	-4.6%
Cc1cccc(C)c1-n1nnnc1C1(C)CCC(=O)N1C1CC1 (stereo not drawn)	18.6%
O=C(COC(=O)/C=C/c1ccc(Cl)cc1)NCc1cccs1	2.5%
CN(C)c1ccc(CNc2nc3ccccc3n2C)cc1	?
C[C@@H]1CN([C@H](C)CO)C(=O)CCCn2nncc2CO[C@H]1CN(C)C(=O)c1ccncc1	18.3%
O=C(OCc1cn([C@@H]2CN(Cc3cccs3)[C@@H](c3ccc(Cl)cc3)C[C@H]2O)nn1)c1ccccc1	-17.3%
N#Cc1ccc(-c2nc3ccc(Cl)cn3c2Cc2cccc(F)c2)cc1	-17.2%
CN1CCN(c2ncnc3c2ncn3[C@H]2CN(Cc3ccccc3)C[C@@H](CO)O2)CC1	8.9%
C[C@@H]1CN([C@H](C)CO)C(=O)CCCn2nncc2CO[C@H]1CN(C)S(=O)(=O)c1ccc2c(c1)OCCCO2	7.5%
O=C(NCc1cccnc1)c1cc(C2CCCN(S(=O)(=O)c3cccc4cccnc34)C2)on1 (stereo not drawn)	5.1%
COC1=Nc2ccccc2/C=C\c2ccccc21	2.0%
CCCNC(=O)C1(C)CCCN(Cc2ccc(C(=O)OCC)o2)C1 (stereo not drawn)	0.0%
C[C@@H]1CN([C@@H](C)CO)C(=O)CCCn2nncc2CO[C@H]1CN(C)C(=O)c1ccc2ccn(C)c2c1	1.4%
COc1ccc(-c2ccc(C(=O)Nc3ccc(Cl)cc3)c3occc23)c(C)c1	?
N#CCCN(C(=O)Nc1ccc(Cl)c(Cl)c1)C1CCCCC1	-24.7%
CCCCc1c(O)nc(SCC(=O)Nc2ccc(OC)cc2)n(-c2ccc(C)c(C)c2)c1=O	-1.0%
CN(C)c1ccc(/C=C2\c3ccccc3-c3ccc(N(C)C)cc32)cc1	-7.5%
CC(Sc1nnc(-c2ccccc2)n1C)C(=O)NCc1ccco1 (stereo not drawn)	1.0%
CC[N+](CC)=N/N=C1\C=CC[N+]([O-])=C1	0.0%
Cc1ccc(N2CC(C(=O)NC3CCCCCC3)CC2=O)cc1 (stereo not drawn)	-13.1%
O=C(Nc1cc(C(F)(F)F)ccc1N1CCOCC1)c1cccc(S(=O)(=O)N2CCOCC2)c1	9.8%
O=C1NC[C@H](CCCCN2C[C@H](Cc3ccc(O)cc3)N(CC3CCCCC3)C(=O)C2=O)N(CCc2ccc(O)cc2)C1=O	7.1%
CC1=C(C(=O)N(C(C)C)C(C)C)CC(CC(=O)NC2CCCCC2)C(=O)N1Cc1ccc(F)cc1 (stereo not drawn)	-5.6%
Cc1c(C(=O)NCc2cccc([N+](=O)[O-])c2)sc(=O)n1Cc1cccc(F)c1	-3.7%
COCc1ccc(C(=O)N2CCCC(N(C)CCc3ccccc3)C2)s1 (stereo not drawn)	-6.9%
CC1(C(=O)Nc2cccc(Oc3ccccc3)c2)Cc2c(-c3ccc4c(c3)OCO4)ccnc2O1 (stereo not drawn)	-48.1%
COc1ccc(Cn2cc(CN3CC(N4CCN(C)CC4)CS3(=O)=O)nn2)cc1 (stereo not drawn)	-11.9%
C[C@H]1CN([C@@H](C)CO)S(=O)(=O)c2ccc(C3=CCCC3)cc2O[C@@H]1CN(C)C(=O)C1CCCCC1	-63.5%

Three entries already listed, sorted by count of non-hydrogen atoms, low to high.
SMILES	BRCA1 expr up
COC1=Nc2ccccc2/C=C\c2ccccc21	2.0%
Cc1cccc(C)c1-n1nnnc1C1(C)CCC(=O)N1C1CC1 (stereo not drawn)	18.6%
C[C@@H]1CN([C@H](C)CO)C(=O)CCCn2nncc2CO[C@H]1CN(C)S(=O)(=O)c1ccc2c(c1)OCCCO2	7.5%

New compounds follow.
SMILES	BRCA1 expr up
C[C@@H]1CCCCO[C@@H](CN(C)Cc2ccccc2)[C@@H](C)CN([C@H](C)CO)C(=O)c2cc(N(C)C)ccc2O1	0.6%
Nc1nc2ccccc2n1S(=O)(=O)c1ccc(Cl)cc1	1.6%
C[C@H](CO)NC(=O)c1nc[nH]c1C(=O)N[C@@H](C)c1ccccc1	0.5%
O=C(Nc1ccc(Br)cc1F)c1nc[nH]c1C(=O)N1CCc2ccccc2C1	-4.3%
Cc1ccccc1CN1C(=O)c2ccccc2C1c1nnnn1C(C)C (stereo not drawn)	5.3%
Nc1ncnc2c1ncn2[C@@H]1O[C@H](C(=O)NCC2CCN(Cc3ccccc3)CC2)[C@@H](O)[C@H]1O	16.6%
CC(=NOC(=O)c1ccc(I)cc1)c1nccs1	4.2%
COc1ccc(Cc2c(-c3ccccc3)nc3c4ccccc4ccn23)c(C)c1	-35.2%
COc1ccc(-c2csc(C(C)(O)c3ccccc3)n2)cc1OC (stereo not drawn)	2.7%
CC(=O)c1cccc(-c2ccnc3c2CC(C(=O)NCc2ccc(N4CCN(C)CC4)cc2)O3)c1 (stereo not drawn)	0.0%
O=C(NCc1cccc(Cl)c1)c1ccc(-n2ccnc2)c2ccoc12	0.0%
O=C(NCc1ccccn1)[C@@H]1CCCN1C(=O)[C@@H]1CCCN1C(=O)c1ccc(Cl)cc1	10.5%
CCOC(=O)[C@]12CCC=C1N(Cc1ccc3c(c1)OCO3)C(=O)[C@H](CC(=O)NCc1ccccc1)C2	9.0%
COc1ccc(CC(N)c2csc(Nc3ccc(C(=O)c4ccccc4)cc3)n2)cc1 (stereo not drawn)	0.0%
Cc1ccsc1C(=O)N1CCCCCC1(C)C(=O)NCC(C)C (stereo not drawn)	-12.2%
CCCCc1c(-c2cccc(OC)c2)ncn1CCc1ccccc1OC	-46.4%
CCCCN1CCCCC1(C)C(=O)NCc1ccc2c(c1)OCO2 (stereo not drawn)	-10.7%
COC(=O)[C@]12CCCCC=C1N(Cc1ccc(Cl)cc1Cl)C(=O)[C@H](CC(=O)N1CCN(C(=O)c3ccco3)CC1)C2	-6.3%
CC(C)(C(=O)c1ccccc1)/[N+]([O-])=C/c1ccccc1	-4.2%
Cc1onc(-c2c(F)cccc2Cl)c1C(=O)Oc1ccccc1	13.5%
O=C(O)C1c2ccccc2Cc2ccccc21	0.4%
CCNC(=O)C1(C)CCCN(Cc2csc3ccccc23)C1 (stereo not drawn)	12.9%
CCc1cccc(C)c1NC(=O)COC(=O)Cc1ccccc1	13.5%
CC(C)C[C@H]1CN([C@@H](Cc2ccc(O)cc2)CN2CCC[C@H]2CN2C(=O)C(=O)NC[C@@H]2Cc2ccc(O)cc2)C(=O)C(=O)N1CCc1ccccc1	0.0%
Cc1cc2nc(-c3ccccc3)c(Cc3cccc(Cl)c3)n2c(C)c1Br	-58.9%
CN(C)C(=O)N1CCc2ccc([N+](=O)[O-])cc21	0.0%
COC(=O)C1(C(=O)OC)C/C=C\CN(S(=O)(=O)c2ccccc2[N+](=O)[O-])CC1	-3.5%
NC(=S)NN=Cc1nccc2c(C(F)(F)C(F)(F)C(F)(F)F)cccc12	-92.0%
CC(C)(C)c1cc(CNC(=O)C2CCC(=O)N(Cc3ccccc3F)C2)[nH]n1 (stereo not drawn)	-2.6%
COc1cc2c(NC3CCN(C)CC3)nc(N3CCCN(C)CC3)nc2cc1OCCCN1CCOCC1	-21.6%
CCOC(=O)[C@]12CCCC=C1N(Cc1cccc3ccccc13)C(=O)[C@H](CC(=O)NCc1cccs1)C2	-60.1%
Cc1cc(C)n(-c2ccc(C(=O)N3CCN(S(=O)(=O)c4ccc(OC(F)(F)F)cc4)CC3)cc2)n1	-25.4%
COCCN1C(=O)CCC1(C)C(=O)NC1CCCC1 (stereo not drawn)	15.3%
COCCNc1nc(Oc2cccc3ccccc23)c2sccc2n1	-24.5%
Cc1sc(N=Nc2ccc(N(C)C)cc2)[n+]([O-])c1C	-1.7%
O=C1NC[C@H](CCCCN2C[C@H](Cc3ccccc3)N(CC3CCCCC3)C(=O)C2=O)N(CCc2ccccc2)C1=O	13.6%
CN(CCCc1cnc[nH]1)C(=S)NCCCN(Cc1ccc(Cl)cc1)c1ccc(Br)cn1	-60.0%
CC1(C(=O)Nc2ccc(F)c(Cl)c2)Cc2c(-c3cccc(C(F)(F)F)c3)ccnc2O1 (stereo not drawn)	-12.6%
O=C(O)CSC1CC(=O)N(c2ccc(F)cc2)C1=O (stereo not drawn)	-7.3%
CCN(CC)Cc1nc2nc(Cl)c(Cl)nc2[nH]1	-5.6%
COc1ccccc1-c1csc(C(C)(O)c2ccccc2)n1 (stereo not drawn)	0.0%
C#CCN(CC(=O)OCC)S(=O)(=O)CCNC1CC1	-6.0%
Fc1ccccc1-c1ccc(-c2nc3ccc(Cl)cn3c2Nc2ccc(Cl)cc2)o1	13.4%
OCCN1CCN(c2ncnc3c2ncn3[C@H]2CN(Cc3cccs3)C[C@@H](CO)O2)CC1	10.4%
CC(C)C[C@H]1CN(CCCC[C@H]2CNC(=O)C(=O)N2CC2CCCCC2)C(=O)C(=O)N1Cc1ccccc1	7.7%
CC1(C(=O)NS(=O)(=O)Cc2cccc(Cl)c2)CCN1C(=O)Cc1ccc(-c2ccccc2)cc1 (stereo not drawn)	8.0%
CC(=O)NC(c1ccccc1)c1nc(-c2cccc(CO)c2)cs1 (stereo not drawn)	8.3%
CC1CCC(NC(=O)c2ccc(Br)o2)CC1 (stereo not drawn)	95.5%
COc1ccc(NC(=O)COC(=O)c2c(C)noc2C)cc1Cl	2.8%
NNc1cc2c(nn1)CCN(C(=O)c1ccccc1)C2	-56.8%

A different layout for part of the listing above.
BRCA1 expr up	Structure
13.6%	O=C1NC[C@H](CCCCN2C[C@H](Cc3ccccc3)N(CC3CCCCC3)C(=O)C2=O)N(CCc2ccccc2)C1=O
95.5%	CC1CCC(NC(=O)c2ccc(Br)o2)CC1 (stereo not drawn)

Compound activity from PubChem BioAssay.
